Akt phos inh – inhibitors of Akt phosphorylation; AID 651550; activity change, % for hits at 50 µM; Neuro2A IGF-stimulated pAkt S473 HTRF, 20 min; hits give low values; 360,000 tested, 0.32% active; in the data active means activity change below about -80%; inconclusive means mostly about -51% to -80%; further: on the % scale 0 is the no-effect control and ±100 the full control effect
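Neuro2A cells (4,500/well, DMEM with 0.5% FBS) were treated with compound at a single 50 µM final concentration, stimulated with 6 nM IGF for 20 min at 37 °C, and lysed. Phospho-Akt Ser473 was read by HTRF as 665/615 ratio ×10^4.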
FUS suppressor – suppressors of FUS proteinopathy in yeast. S. cerevisiae FUS-expressing, growth rescue, OD600, 24 h. Potency, µM (top dose mostly 76.6 µM), without a hit: top-dose growth rescue (activation), usual class: activators. 390,000 tested, 0.24% active;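 further: potency means the concentration at half of the fitted maximal effect; plate controls were DMSO vehicle for no effect and reference control for full effect; nearly all actives have a fitted effect of over 55% in size; some results filed as inactive show a strong effect at the top dose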
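Yeast FUS proteinopathy model; galactose-induced FUS (2%), starting OD 0.005. Cpds in dilution series, 24hr, 30C, 99% humidity. Abs 600 nm growth. Pos ctrl CP55940 (top 92uM final); neg ctrl DMSO.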
GLP1R cytotox – cytotoxicity in counter-screen for GLP-1R inverse agonists. HEK293 cAMP-luciferase reporter cells, luminescence, 24 h. Potency, µM (doses to about 38.3 µM), inactives show at the highest dose activity change, negative = inhibition, actives largely listed as inhibitors. 410,000 tested, 0.13% active;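 further: loss of luciferase light is scored as toxicity; potency means the concentration at half of the fitted maximal effect; on the % scale 0 is the no-effect control and ±100 the full control effect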
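To flag toxic compounds, the library was rerun on cells for 24 hr at 37 deg C and 5% CO2. Viability-linked luminescence was captured 12 min after adding luciferase detection reagent.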
TDP43 rescue – rescues yeast growth from TDP-43 toxicity. TDP-43 expressing yeast growth rescue, BacTiter-Glo, 24 h. Potency, µM (doses to about 46.1 µM), inactives show at the highest dose growth rescue (activation), most hits filed as activators. 410,000 tested, 1.8% active; further: potency means the concentration at half of the fitted maximal effect; % of control where 0% means no effect; nearly all actives have a fitted effect of over 50% in size
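Cell-based yeast growth screen: TDP-43 expression induced in galactose, inoculum OD600=0.02 after raffinose pregrowth to mid-log. Read-out BacTiter-Glo luminescence at 24 hr, 30 deg C; inhibition of toxicity seen as signal increase.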
GLP1R inv ag – acts as inverse agonist at human GLP-1 receptor; P43220; HEK293 GLP-1R CRE-luciferase, luminescence, 24 h; GLP-1R form is constitutively active; Potency, µM (doses to about 38.3 µM), without a hit: top-dose activity change, negative = inhibition, usual class: inhibitors; 410,000 tested, 1.6% active; further: potency means the concentration at half of the fitted maximal effect; on the % scale 0 is the no-effect control and ±100 the full control effect; nearly all actives have a fitted effect of over 55% in size
Target sequence (P43220 whole entry, looked up): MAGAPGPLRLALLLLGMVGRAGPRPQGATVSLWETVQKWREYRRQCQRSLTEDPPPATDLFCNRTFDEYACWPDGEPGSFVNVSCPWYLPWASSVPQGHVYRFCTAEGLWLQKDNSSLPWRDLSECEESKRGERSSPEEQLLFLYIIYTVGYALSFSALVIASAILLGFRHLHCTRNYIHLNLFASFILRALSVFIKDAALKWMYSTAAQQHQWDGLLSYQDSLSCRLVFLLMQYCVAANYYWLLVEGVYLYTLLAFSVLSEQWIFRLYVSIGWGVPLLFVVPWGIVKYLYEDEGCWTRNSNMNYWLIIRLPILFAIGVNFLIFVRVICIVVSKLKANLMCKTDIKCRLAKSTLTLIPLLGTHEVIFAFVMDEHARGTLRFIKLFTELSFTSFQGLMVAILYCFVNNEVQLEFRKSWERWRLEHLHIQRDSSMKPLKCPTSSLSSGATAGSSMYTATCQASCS
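Inverse agonism was detected as reduced cAMP-driven luciferase luminescence after 24 h compound treatment. The cells were HEK293 clones expressing constitutively active human GLP-1R with the reporter. Reporter-only and GPR119 cell lines served as counterscreen controls.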
PTHR1 ag – activates the human parathyroid hormone receptor PTHR1; HEK293 GP2 PTHR1 cells, GloSensor cAMP luminescence, 1 h; Potency, µM (titrated, usually from 115 µM), without a hit: at the highest dose activation, actives largely listed as activators; 410,000 tested, 0.075% active; AID 743266; further: potency means the concentration at half of the fitted maximal effect; nearly all actives have a fitted effect of over 55% in size; some results filed as inactive show a strong effect at the top dose; inactives centre near -15; many of its hits are not listed in these tables
Target sequence (Q03431 whole entry, looked up): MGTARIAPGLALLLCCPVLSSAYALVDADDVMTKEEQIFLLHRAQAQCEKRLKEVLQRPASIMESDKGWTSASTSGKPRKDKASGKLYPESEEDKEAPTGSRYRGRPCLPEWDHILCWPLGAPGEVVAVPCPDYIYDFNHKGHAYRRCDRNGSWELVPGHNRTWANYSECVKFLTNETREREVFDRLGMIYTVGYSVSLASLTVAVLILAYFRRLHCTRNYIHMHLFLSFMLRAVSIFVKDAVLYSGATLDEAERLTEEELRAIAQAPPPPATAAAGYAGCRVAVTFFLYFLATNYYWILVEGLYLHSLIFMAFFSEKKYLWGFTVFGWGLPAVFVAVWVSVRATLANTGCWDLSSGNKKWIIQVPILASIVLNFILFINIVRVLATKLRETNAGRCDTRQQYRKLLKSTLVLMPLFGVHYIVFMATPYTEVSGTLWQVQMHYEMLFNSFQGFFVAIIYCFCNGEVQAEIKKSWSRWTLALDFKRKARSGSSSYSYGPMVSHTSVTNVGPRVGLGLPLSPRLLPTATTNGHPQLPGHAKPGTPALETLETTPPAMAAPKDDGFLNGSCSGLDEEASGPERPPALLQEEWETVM
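HEK-293-derived GP2 cells expressing PTHR1 and a GloSensor cAMP reporter, 3,000/well, plated overnight, given luciferin plus IBMX (each 0.5 mM as added) for 1 h at 37 °C, then compound for 1 h at 37 °C. Luminescence was read after 15 min at room temperature.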
Mm-Cpn inhibitor – blocks the Methanococcus maripaludis chaperonin Mm-Cpn. purified Mm-Cpn ATPase, ADP Transcreener TR-FRET. Potency, µM (titrated, usually from 76.9 µM), without a hit: at the top dose activity, negative = inhibition, actives largely listed as inhibitors. 330,000 tested, 0.031% active. AID 504842; further: potency means the concentration at half of the fitted maximal effect; on the % scale 0 is the no-effect control and ±100 the full control effect; nearly all actives have a fitted effect of over 80% in size
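Inhibition of chaperonin ATP hydrolysis is measured as reduced ADP production, detected by competitive TR-FRET in which signal falls with ADP. Final enzyme 25 nM and ATP 10 uM, reacted 30 min at 37°C.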
Abeta rescue – A-beta toxicity reversal in yeast; yeast expressing A-beta42, growth rescue, OD600, 48 h; response scale: 0% DMSO, 100% iron-clioquinol control; Potency, µM (doses to about 46.1 µM), for the others: at the highest dose growth rescue, actives largely listed as activators; 410,000 tested, 0.063% active; further: potency means the concentration at half of the fitted maximal effect; nearly all actives have a fitted effect of over 55% in size
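Growth rescue measured by 600 nm absorbance after 48 h yeast culture at 30 C with compound. Values normalized between DMSO and an equimolar ferric chloride plus clioquinol control.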
aSyn yeast inh – rescues yeast growth from alpha-synuclein toxicity; Yeast expressing alpha-synuclein, growth rescue, BacTiter-Glo, 24 h; AID 652106; 370,000 tested, 0.14% active; Potency, µM (titrated, usually from 46.1 µM), for the others: at the top dose growth rescue (activation), usual class: activators; further: potency means the concentration at half of the fitted maximal effect; % of control where 0% means no effect; nearly all actives have a fitted effect of over 65% in size
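Readout is rescue of growth in alpha-synuclein-expressing yeast, so inhibitors of toxicity appear as activators. Growth after 24 hr at 30 deg C in galactose medium is quantified by luminescence.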
An asterisk follows results filed as active; i = inactive; u = inconclusive; x = no result given; & = joins results of further samples; [ ] = another dose, or the depositor's remark. Unless noted, the call rests on the fitted dose curve; in most records, active means well fitted curve in the direction sought with a large enough effect; inconclusive means small, poorly fitted or top-dose-only effect, or another doubt; inactive means no such curve, though single readings can be large; an effect the other way counts as inactive or inconclusive. Only part of the results is shown (hit frequency here may not be typical).

Order of values: Akt phos inh	FUS suppressor	GLP1R cytotox	TDP43 rescue	GLP1R inv ag	PTHR1 ag	Mm-Cpn inhibitor	Abeta rescue	aSyn yeast inh
- c1ccc(Cc2nn[nH]n2)cc1
    i	0.6%	5.0%	-5.1%	0.1%	-9.7%[57.5 µM]	0.2%	-9.6%	0.1%
- CCN(CC(=O)Nc1ccc(NC(C)=O)cc1)C(=O)C1CC(=O)N(CCc2ccc(OC)c(OC)c2)C1 (configuration not stated)
    i	12.8%	5.7%	15.1%	7.4%	i	-1.8%	-11.3%	7.4%
- COc1cccc(OC)c1OCCCOc1ccc(C)cc1Br
    i	35.1%	3.9%	-16.6%	u	i	-2.1%	4.3%	-24.0%
- Nc1nonc1-n1nnc(C(=O)N/N=C/c2cccc(Cl)c2)c1CN1CCCC1
    i	-12.3%	8.9%	8.2%	7.9%	-3.0%	x	18.7%	0.3%
- Cc1ccc(-c2noc(-c3cccnc3NCc3ccc(Cl)cc3)n2)cc1
    x	20.2%	-0.1%	4.3%	4.1%	i	x	-6.9%	x
- Cc1sc(=NC(=O)c2ccco2)n(C)c1-c1ccc(Cl)cc1
    i	-4.7%	10.1%	u	0.0%	-12.1%	-0.6%	-21.6%	-18.1%
- CC(C)[C@H](NC(=O)[C@@H]1Cc2ccccc2CN1C(=O)OC(C)(C)C)C(=O)NCC1CCCO1 (some centres not stated)
    i	10.3%	-17.5%	4.2%	1.0%	-8.3%	2.8%	2.4%	4.0%
- Cc1ccc(S(=O)(=O)N(C)C)cc1NC(=O)c1sccc1Cl
    i	-5.3%	-3.4%	-1.1%	39.8%[activator]	-6.5%	-1.4%	-18.6%	8.7%
- COc1ccc(C)cc1NC(=O)C1CCCN(c2ncnc3onc(C)c23)C1 (configuration not stated)
    x	-20.8%	-11.1%	u	2.6%	i	x	4.0%	x
- Cc1cccc(CN2CCNC2=O)c1
    i	-2.6%	-5.2%	-15.1%	0.0%	i	0.7%	-5.2%	-20.0%
- COc1ccc(CCNS(=O)(=O)c2ccc3c(c2)c(=O)n(C)c(=O)n3C)cc1OC
    x	-3.8%	5.5%	-3.0%	15.1%	-13.9%	x	2.0%	x
- CC(=O)Nc1ccc(NC(=O)c2c(C)noc2C)cc1
    i	18.8%	-15.6%	7.1%	-15.5%	i	u	-0.2%	-3.2%
- CCC1(c2ccccc2)NC(=O)N(CC(=O)N(C)CC(=O)Nc2cccc(F)c2)C1=O (configuration not stated)
    i	x	-4.4%	22.6%	-14.5%	-23.5%	-0.4%	3.1%	3.2%
- CCSc1ncc(Cl)c(C(=O)Nc2c(C(=O)c3ccccc3)oc3ccccc23)n1
    x	-2.6%	11.1%	2.9%	7.7%	i	x	-9.7%	x
- CC(C)COC(=O)N1CCCCC1c1cc(C(=O)N2CCOCC2)no1 (configuration not stated)
    x	-2.2%	0.6%	18.2%	-9.2%	-19.8%	x	-5.0%	9.5%
- CCOCCCNC(=O)CCC(=O)NNc1nc2ccccc2c2nc(-c3ccccc3)nn12
    i	-7.1%&2.4%	-9.4%&1.7%	8.1%&10.5%	6.1%&2.2%	-10.3%	1.9%	-13.9%&-8.0%	-0.6%
- CCOC(=O)C1(Cc2cccc(F)c2)CCN(C(=O)c2cnc(C)cn2)CC1
    i	2.1%	-3.1%	-6.3%	11.1%	i	-3.6%	1.2%	-1.1%
- COCCNC(=O)C1(C)CCN(C(=O)c2oc3ccccc3c2C)C1 (configuration not stated)
    i	-1.3%	7.5%	10.5%	24.1%	-25.1%	x	-12.6%	-2.2%
- Cc1ccc(CN(c2ccc(C(=O)N3CCOCC3)cc2)S(C)(=O)=O)cc1
    i	2.6%	11.0%	-5.6%	-10.0%	-5.7%[57.5 µM]	0.9%	-10.3%	-4.0%
- Nc1sc2c(c1C(=O)NC1CCS(=O)(=O)C1)CCCC2 (configuration not stated)
    i	18.0%	-6.2%	24.9%	-17.1%	i	-1.6%	-6.7%	-3.0%

Following part
Order of values: Akt phos inh	FUS suppressor	GLP1R cytotox	TDP43 rescue	GLP1R inv ag	PTHR1 ag	Mm-Cpn inhibitor	Abeta rescue	aSyn yeast inh
- COC(=O)c1ccccc1NC(=O)c1nc(S(=O)(=O)Cc2ccccc2F)ncc1Cl
    x	17.5%	13.8%	11.2%	10.6%	-61.0%	x	-21.1%	x
- CCCOc1ccc(CC(=O)NCC2(c3ccccc3)CCOCC2)cc1OC
    -116.8%*	u	0.2%	6.5%	8.5%	i	-2.7%	6.4%	2.8%
- Cc1noc(C)c1S(=O)(=O)Nc1ccc(C#N)cc1
    i	-12.0%	-5.3%	-0.5%	10.1%	-19.6%	0.7%	15.1%	-5.5%
- COc1cccc(N2CCN(CC(=O)Nc3ccccc3C(=O)NCc3ccccc3)CC2)c1
    i	34.7%	-20.7%	-4.7%	u	-33.0%[inhibitor]	u	22.0%	-5.1%
- CC(C)(C)c1ccc2c(c1)N(CC(=O)O)C(=O)CO2
    i	7.8%	5.1%	-11.3%	-9.8%	i	-1.4%	-3.4%	0.9%
- CCCn1c(NCc2ccccn2)nc2ccccc21
    i	30.4%	21.5%	0.8%	29.4%	i	0.6%	16.6%	-6.5%
- C/C(=N\NC(=O)CCCOc1ccc(Cl)cc1C)c1ccc(C)o1
    i	8.8%	7.1%	0.1%	u	i	1.0%	-8.2%	12.3%
- N/C(=N\O)c1ccc(Oc2ccccc2Cl)c([N+](=O)[O-])c1
    i	2.8%	1.9%	12.0%	-9.2%	-12.8%	2.6%	-0.7%	-0.1%
- O=S(=O)(Nc1cccc(-c2ccc(N3CCCCC3)nn2)c1)c1ccc(F)cc1F
    x	21.1%	-14.4%	5.6%	-28.5%	-34.1%	x	10.0%	x
- COc1ccc(NCN2C(=O)CCC2=O)cc1
    i	-6.7%	3.1%	-9.5%	32.1%[activator]	-0.4%[57.5 µM]	-0.1%	0.4%	-10.2%
- Nc1ccn([C@@H]2O[C@H](CN=C3NS(=O)(=O)c4ccccc43)[C@@H](O)[C@H]2O)c(=O)n1
    i	-26.8%	1.6%	13.1%	11.7%	-24.8%	x	1.0%	-10.7%
- Cc1nonc1NC(=O)CSc1nc(C2CCCCC2)nc2ccccc12
    i	12.0%	-7.0%	6.4%	0.0%	-19.1%[57.5 µM]	-4.5%	20.7%	u
- CCn1c(CC(=O)Nc2ccccc2F)nnc1SCC(=O)NC1=NCCS1
    i	-19.1%	-2.2%	12.5%	17.7%	-10.0%	x	-6.2%	-8.2%
- Cc1[nH]n(C(N)=S)c(=O)c1N=Nc1cc(-c2ccc(Br)cc2)[nH]n1
    i	-15.2%	-8.0%	2.2%	6.5%	-29.0%	1.0%	28.1%	-0.5%
- Cn1c(CNc2ccc(Br)cc2)nc2ccccc21
    i	18.2%	-7.6%	-13.7%	u	-17.9%	1.1%	6.5%	10.4%
- COc1cc(OC)cc(C(=O)Nc2ccc3nc4c(c(Nc5ccc(OC)c(OC)c5)c3c2)CCCC4)c1
    x	41.2%	u	-4.5%	u	-17.3%	x	-13.6%	x
- O=C(CCNC(=O)c1ccc(Cl)cc1)Nc1cccc(S(=O)(=O)N2CCCCCC2)c1
    i	25.1%	-11.7%	-2.1%	12.6µM*	-8.6%	2.6%	5.2%	4.6%
- Cc1cc(C(=O)NCc2cccc(Br)c2)c2c(C)nn(-c3ccccc3)c2n1
    x	-29.2%	-0.1%	-15.1%[9.22 µM]	-5.9%	-45.8%[inhibitor]	x	-25.7%	x
- COc1ccc2c(c1)c1c(c(=O)n(CCc3ccccc3)c(=O)n1Cc1cccc(C)c1)n2C
    x	25.5%	4.8%	13.5%	-4.5%	-6.1%	x	-5.0%	x
- COc1ccccc1C(=O)NCCn1ccc2ccccc21
    i	4.0%	-16.1%	27.4%	-17.2%	-11.0%	-7.7%	2.8%	-8.3%

Additional structures follow:
Order of values: Akt phos inh	FUS suppressor	GLP1R cytotox	TDP43 rescue	GLP1R inv ag	PTHR1 ag	Mm-Cpn inhibitor	Abeta rescue	aSyn yeast inh
- c1ccc(CN2CCC(Nc3nc(-c4cccs4)nc4ccccc34)CC2)cc1
    i	0.8%	u	7.2%	7.08µM*	i	-2.9%	-8.1%	10.7%
- COc1ccc(COC(=O)Nc2cn(C)nc2C(F)(F)F)cc1
    i	-5.9%	-2.3%	-12.0%	3.8%	-8.8%	-1.5%	-23.4%	0.6%
- O=S1(=O)N=C(Nc2ccc(N3CCOCC3)cc2)c2ccccc21
    i	9.4%	-8.8%	-15.7%	41.1%[activator]	-2.5%[57.5 µM]	-1.7%	11.5%	-1.1%
- CCn1c(-c2cccn(Cc3ccccc3)c2=O)n[nH]c1=S
    i	-1.1%	21.6%	-3.1%	17.5%	-45.1%	-3.1%	4.7%	-7.3%
- Cc1cccc(C(=O)N2CCN(c3ncnc4c3cnn4-c3ccccc3)CC2)c1
    i	x	5.2%	28.9%	0.0%	-37.7%[inhibitor]	-1.8%	-4.2%	5.6%
- CC(C(=O)OCC(=O)Nc1ncc(Cl)cc1Cl)N1C(=O)c2ccccc2C1=O (configuration not stated)
    i	8.6%	-2.4%	-9.2%	-3.0%	-17.3%[57.5 µM]	0.2%	-7.9%	-0.5%
- CSc1ccc(S(=O)(=O)NCCSc2ccccn2)cc1
    i	-4.3%	15.4%	20.0%	-6.9%	-19.3%	-4.4%	6.8%	20.0%
